Bioassay records: PubChem BioAssay, National Center for Advancing Translational Sciences (NCATS)
N370S GC – inhibits or activates N370S mutant glucocerebrosidase; 330,000 compounds, 0.092% hits; AID 2101; P04062; N370S GC spleen homogenate, 4MU-glucoside fluorescence; Potency, µM (highest dose often 59.4 µM), inactives show at the top dose activity change, negative = inhibition, usual class: inhibitors;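 also: 0% = full enzyme activity and -100% = no enzyme basal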
TDP1 inh – TDP1 (human) enzyme inhibition; Q9NUW8; recombinant TDP1, AlphaScreen DNA substrate cleavage; Potency, µM (top dose mostly 130 µM), inactives show top-dose activity change, negative = inhibition, hits mostly inhibitors; 350,000 compounds, 0.28% hits; also: nearly all actives have a fitted effect of over 40% in size
Target sequence (Q9NUW8 whole entry, looked up): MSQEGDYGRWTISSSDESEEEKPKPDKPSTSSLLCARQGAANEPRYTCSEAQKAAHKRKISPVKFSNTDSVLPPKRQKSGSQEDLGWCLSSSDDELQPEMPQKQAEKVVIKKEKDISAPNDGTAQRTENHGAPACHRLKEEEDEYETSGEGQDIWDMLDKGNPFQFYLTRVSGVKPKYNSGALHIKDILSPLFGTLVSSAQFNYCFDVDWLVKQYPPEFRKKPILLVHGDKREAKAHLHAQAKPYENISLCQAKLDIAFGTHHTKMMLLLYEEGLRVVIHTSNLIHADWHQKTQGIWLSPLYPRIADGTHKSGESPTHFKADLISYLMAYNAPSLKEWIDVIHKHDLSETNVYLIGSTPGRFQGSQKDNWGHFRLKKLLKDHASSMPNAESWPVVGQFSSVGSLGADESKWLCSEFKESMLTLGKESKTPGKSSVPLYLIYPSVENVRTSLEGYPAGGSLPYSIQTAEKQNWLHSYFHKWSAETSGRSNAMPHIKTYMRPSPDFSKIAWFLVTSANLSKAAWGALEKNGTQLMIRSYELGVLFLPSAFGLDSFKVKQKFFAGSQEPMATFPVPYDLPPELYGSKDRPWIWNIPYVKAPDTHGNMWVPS
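Recombinant E. coli-expressed Tdp1 (1 nM) preincubated with compound 15 min at RT, then 5'-biotin/3'-phosphotyrosine-FITC DNA substrate (15 nM) added for 5 min. AlphaScreen beads (10 ug/ml) added, 10 min RT; tyrosine-FITC cleavage read as signal loss.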
TDP1 cell noCPT – qHTS for Inhibitors of human tyrosyl-DNA phosphodiesterase 1 (TDP1): qHTS in cells in absence of CPT. 420,000 compounds, 15% hits. Potency, µM (doses to about 46.2 µM), without a hit: at the top dose activity change, negative = growth inhibition, actives largely listed as inhibitors. DT40 Tdp1-/- hTDP1 cells, no CPT, ATP luminescence, 48 h; also: nearly all actives have a fitted effect of over 55% in size
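Camptothecin absent (DMSO only). Human TDP1-complemented DT40 knockout cells, 400 cells/well, 37 °C for minimum 48 hr; ATP measured via CellTiter-Glo, 30 min dark incubation, luminescence.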
* marks the source's active call; other numbers are inactive results; ? = inconclusive; nt = not tested or not shown; & = joins results of further samples; [ ] = dose if it differs, or a comment. Calls follow the shape of the dose curve; as a rule, active = well fitted curve in the direction sought with a large enough effect; inconclusive = small, poorly fitted or top-dose-only effect, or another doubt; inactive = no such curve, though single readings can be large; an effect the other way counts as inactive or inconclusive. Unless noted, % is scaled to controls: 0 for no effect and ±100 for the full control effect; potency is read from the fitted curve at half-maximal effect.

SMILES	N370S GC	TDP1 inh	TDP1 cell noCPT
COc1cccc(C(=O)N(Cc2cccnc2)c2nc3c(OC)ccc(C)c3s2)c1OC	nt	8%	23µM*
Cc1c(Cl)cccc1NC(=S)NCc1cccn1C	-17%	4%	?
CNC(=O)[C@]1(C)C[C@H]1[C@H](NC(=O)[C@]1(C)C[C@H]1[C@H](NC(=O)OCc1ccccc1)c1ccccc1)c1ccccc1	12%	3%	nt
O=C(c1cc(F)ccc1F)C1CCCN(C(=O)c2ccco2)C1 (stereo not given)	9%	nt	-11%
Cc1cccc(NC(=O)c2cnn3ccccc23)c1C	2%	3%	2.1µM*
Cc1onc(-c2c(F)cccc2Cl)c1C(=O)OCC(=O)NC1CC1	0%	-2%	-20%
COc1cccc(CNC(=O)c2ccc(Cn3c(SCc4ccccc4)nc4cccnc43)cc2)c1	nt	-6%	?
C=CCN=C1CCCc2c1[nH]c1ccc(C)cc21	3%	5%	8%
CC(C)C[C@H](NC(=O)[C@H](CCCCN)NC(=O)CNC(=O)[C@H](CC(C)C)NC(=O)[C@@H](NC(=O)[C@@H]1CSSC[C@H](N)C(=O)N[C@@H](CO)C(=O)N[C@@H](CC(N)=O)C(=O)N[C@@H](CC(C)C)C(=O)N[C@@H](CO)C(=O)N[C@@H]([C@@H](C)O)C(=O)N1)C(C)C)C(=O)N[C@@H](CO)C(=O)N[C@@H](CCC(N)=O)C(=O)N[C@@H](CCC(=O)O)C(=O)N[C@@H](CC(C)C)C(=O)N[C@@H](Cc1cnc[nH]1)C(=O)N[C@@H](CCCCN)C(=O)N[C@@H](CC(C)C)C(=O)N[C@@H](CCC(N)=O)C(=O)N[C@H](C(=O)N[C@@H](Cc1ccc(O)cc1)C(=O)N1CCC[C@H]1C(=O)N[C@@H](CCCNC(=N)N)C(=O)N[C@H](C(=O)N[C@@H](CC(N)=O)C(=O)N[C@H](C(=O)NCC(=O)N[C@@H](CO)C(=O)NCC(=O)N[C@H](C(=O)N1CCC[C@H]1C(N)=O)[C@@H](C)O)[C@@H](C)O)[C@@H](C)O)[C@@H](C)O	-2%	13%	nt
Cc1cccc(C(=O)NC2CCN(C(=O)Nc3ccc(F)cc3)CC2)c1	-5%	3%[0.0935 µM]	-29%
Cc1c(C(=O)N2CCC2)oc2c(F)cccc12	nt	1%	-9%
Cc1ccc(-c2cc(-c3ccccc3O)nc(N/N=C/c3cccnc3)n2)cc1	1%	4%	12µM*
COc1ccccc1/C=C1\SC(=S)N(N2C(=O)CCCC2=O)C1=O	3%	9%	-15%
CCCCN(C)CCNC(=O)c1cc(=O)[nH]c2ccc(S(=O)(=O)N3CCCCCC3)cc12	nt	5%	-1%
Clc1ccc2c(NCc3cccs3)ncnc2c1	-6%	nt	21µM*
CS(=O)(=O)Nc1ccc(C(=O)NC2CCCC2)cc1	13%	-2%	3%
CCCOc1ccc(-c2cnc(SCC(N)=O)nc2N)cc1	-4%	4%	?
CCc1ccc(-c2nn(Cc3ccccc3)cc2/C=C/C(=O)O)cc1	?	5%	10%
COc1ccc(CNC(=O)[C@H](C)NC(=O)C2CC(=O)N(c3ccc(OC)cc3)C2)cc1 (stereo not given in full)	-5%	0%	6%
COc1ccc2[nH]cc(CCNc3nc(-c4ccc(C(=O)N(C)C)cc4)nc4ccccc34)c2c1	-25%	5%[56.1 µM]	7.3µM*
CNC(=O)c1oc(-c2ccc(Cl)cc2)nc1C	4%	3%	-1%
CCCCOc1cccc(C(=O)O)c1	-4%	2%	-1%
CC(C(=O)c1ccccc1)n1cnc2ccccc2c1=O (stereo not given)	0%	3%	?
CC1CC[C@@]23CCC4(C)[C@@]5(C)CCC6C(C)(C)C(O)CC[C@@]6(C)C5C=C[C@@]4(OC2=O)C3C1C (stereo not given in full)	17%	12%[56.1 µM]	-7%
O=C1CCC[C@@H]2CC(NCc3ccc(Cl)c(Cl)c3)C[C@@H]3CCN1[C@H]23 (stereo not given in full)	5%[89.1 µM]	1%	nt
COc1ccc(/C=C/C(=O)c2c(O)c(OC)c3occc3c2OC)cc1	-7%	12%	?
CCOC1(NC(=O)c2ccccc2)C(C)=CC(=O)C=C1C	-25%	2%	?
COc1cccc(NC(=O)CSc2nnc(-c3cc(-c4ccccn4)nc4ccccc34)o2)c1	6%	7%	?
CCN(CC)C1CC(=O)N(c2cccc(C)c2)C1=O (stereo not given)	-1%	3%	nt
CCNS(=O)(=O)c1cc(S(C)(=O)=O)ccc1Cl	3%	-2%	-15%
Cc1nn(C(=O)CNC(=O)c2ccccc2)c(C)c1C	7%	5%	2%
CCC(=O)Nc1nc(CC(=O)Nc2ccccc2)cs1	3%	0%	-22%
Cc1cc(C)cc(C(=O)NCC(=O)N2CCN(C(c3ccccc3)c3ccccc3)CC2)c1	-5%	nt	18µM*
CCSc1nc(NCCN(C)C)c2c3c(sc2n1)COC(C)(CC)C3 (stereo not given)	0%	4%	?
COc1ccccc1Nc1nc(-c2ccccc2)c(CC(=O)O)s1	nt	-3%	-6%
O=c1c(-c2cc(F)cc(F)c2)nc2cnc(N3CCOCC3)nc2n1-c1ccccc1	1%	nt	-5%
COc1ccc(C(=O)CN2C(=O)NC3(CCCc4ccccc43)C2=O)cc1 (stereo not given)	0%	nt	?
O=C(CSc1nnc(-c2ccccc2F)o1)NC1CC1	nt	0%	8%
COc1ccccc1C(=O)Nc1nnc(CCc2ccccc2)s1	10%	nt	?
Cc1nc2cc(NC(=O)N3CCCC3)ccc2n1C	-6%	2%	-8%
CC(C)NC(C(=O)Nc1cc(Cl)cc(Cl)c1)c1ccccc1 (stereo not given)	-12%	0%	?
COc1ccc(-c2nc(C(=O)Nc3ccc(C(C)=O)cc3)nn2-c2cccc(Cl)c2)cc1	nt	3%	?
Cc1occc1-c1nc(-c2ccccn2)no1	8%	-4%	?
CCOC(=O)c1ccc(COC(=O)c2nonc2N)cc1	-2%	3%	0%
N#Cc1nc(Cc2ccccc2)oc1N1CCN(c2ccccc2)CC1	20%	12%	?
CCOC(=O)c1ccccc1NC(=O)CN(c1ccc(OCC)cc1)S(C)(=O)=O	-5%	0%	nt
CC1(c2ccc([N+](=O)[O-])cc2)Nc2ccccc2S1 (stereo not given)	-19%	nt	0%
O=C(OCc1ccc(Cl)c(Cl)c1)c1cccnc1Cl	-8%	4%	3%
COC(=O)C/C=C\[C@H](C)[C@@H](OCc1ccccc1Br)C(C)C	10%[12.8 µM]	8%[21 µM]	nt
COC(=O)C1=NNC2(c3ccc(Cl)cc3)C(=O)N(c3ccc(Cl)cc3)C(=O)C12 (stereo not given)	-8%	1%	5%
COc1ccc(CN(C)Cc2c(O)ccc3ccccc23)cc1	13%	1%[0.0935 µM]	-2%
CCCCNC(=O)CSc1nc2ccccc2nc1Cc1ccc(C)cc1	nt	0%	-12%
CN(C)C(=O)c1ccc(-c2ccc3ncnc(NC4CCNCC4)c3c2)cc1	7%	-4%	-3%
O=C(CCc1ccccc1)OCCN1CCOCC1	8%	4%	-3%
Nc1nc(Nc2ccccc2)nc(C(F)(F)F)n1	-10%	nt	2%
CC(C)(C)c1ccc(C(=O)OCC(=O)NCc2ccco2)cc1	nt	1%	?
Cc1cccc(C)c1NC(=O)CNC(=O)c1ccc2c(c1)OCCO2	nt	1%	-3%
COc1ccc(C2=NN(CN3C(=O)C(=O)c4ccccc43)C(c3ccc(C)cc3)C2)cc1 (stereo not given)	13%	10%	?
COc1ccc([N+](=O)[O-])cc1N(CC(=O)NCc1ccco1)S(C)(=O)=O	-4%	5%	-18%
O=C(N/N=C/c1ccc(Cl)cc1Cl)c1cccc(N2CCCC2=O)c1	22%	nt	-23%
(listing goes on)
SMILES	N370S GC	TDP1 inh	TDP1 cell noCPT
C=CCNC(=S)N1CCC(C(=O)c2ccc3c(c2)OCCO3)CC1	14%	6%	-1%
CCCCCCN=CC1=C(O)CC(C)(C)CC1=O	2%	4%	-11%
CCc1nnc(NC(=O)CSc2nnc(-c3ccccc3NC(=O)c3ccccc3)o2)s1	-4%	4%	-3%
O=C(CN1CCN(S(=O)(=O)c2ccccc2F)CC1)Nc1ccnn1C1CCCC1	nt	2%[56.1 µM]	21µM*
CNCCCC1Sc2ccccc2Oc2ccccc21 (stereo not given)	-10%	-14%	15µM*
O=C(CCC(=O)NNc1nc2ccccc2c2nc(-c3ccccc3)nn12)NCCCN1CCOCC1	0%	0%	-19%
O=C(Nc1ccc(Cl)cc1)N1CCN(C(=O)C2CCCO2)CC1 (stereo not given)	-13%	1%	18%
CCOc1ccc(-c2nc(C)c(C(C)=O)n2O)cc1	-11%	5%	-16%
Cc1ccc(NC(=O)CN(C)C(=O)COC(=O)C2=COCCO2)cc1	2%	1%	0%
Cc1c(NC(=O)Cc2ccccc2)cccc1-c1nc2cccnc2s1	nt	9%	?
CCOC(=O)CSc1nc(N)cc(=O)[nH]1	5%	3%	?
CCOC(=O)c1[nH]c(C(=O)O)c(OC(=O)CC)c1C	16%	-1%	2%
C[C@H]1O[C@@H](n2cc(F)c(=O)[nH]c2=O)[C@H](O)[C@@H]1O	?	5%[56.1 µM]	?
O=C(O)CCC(=O)Nc1sc2c(c1C(=O)Nc1ccccc1)CCCCC2	-3%	3%	-3%&-16%
O=C(COC(=O)CC1CCCC1)Nc1ccc(Cl)cn1	nt	-1%[56.1 µM]	-26%

5 structures already listed, sorted by number of heavy atoms, high to low:
SMILES	N370S GC	TDP1 inh	TDP1 cell noCPT
O=C(CCC(=O)NNc1nc2ccccc2c2nc(-c3ccccc3)nn12)NCCCN1CCOCC1	0%	0%	-19%
Cc1ccc(NC(=O)CN(C)C(=O)COC(=O)C2=COCCO2)cc1	2%	1%	0%
CNCCCC1Sc2ccccc2Oc2ccccc21 (stereo not given)	-10%	-14%	15µM*
CCOC(=O)c1[nH]c(C(=O)O)c(OC(=O)CC)c1C	16%	-1%	2%
CCOC(=O)CSc1nc(N)cc(=O)[nH]1	5%	3%	?

Additional entries follow:
SMILES	N370S GC	TDP1 inh	TDP1 cell noCPT
Cc1ccc(CCNc2ccccc2C)cn1	-4%	3%	-19%
COC(=O)c1ccc(NC(=O)CSC2=Nc3ccccc3C3CC=NN23)cc1 (stereo not given)	10%	4%	23µM*
C[C@@H](NC(=O)c1nc[nH]c1C(=O)NCC(=O)OCc1ccccc1)c1ccccc1	-2%	nt	-26%
CCOc1cc(NC(=O)c2ccccn2)c(OCC)cc1NC(=O)CC(C)C	4%	7%	8.2µM*
CC(C)(C)NC(=O)NC(=O)CN1CCN(S(=O)(=O)c2ccccc2)CC1	-4%	4%	3%
O=C(Nc1ccc(N2CCN(C(=O)c3cccs3)CC2)cc1)c1ccc(Br)o1	nt	2%[56.1 µM]	?
O=C1CCC/C(=N/NC(=O)c2ccc(NS(=O)(=O)c3cccs3)cc2)C1	-5%	3%	-9%
Cc1ccc(S(=O)(=O)CC(=O)Nc2ccc(Cl)cn2)cc1	-6%	1%	-26%
CCOc1ccc(C(=O)/C=C/c2cn(CN3CCN(C)CC3)c3ccccc23)cc1	?	-3%	?
Cc1ccccc1C(O)c1ccccn1 (stereo not given)	?	1%	0%
CSc1ccccc1OCc1cc(C(=O)NCc2csc(C(C)C)n2)no1	0%	0%	-10%
O=C(COC(=O)c1cccnc1Cl)c1ccc(F)cc1	-24%	-5%	?
O=C(c1cccc(S(=O)(=O)Nc2ccc(Br)cc2)c1)N1CCCC1	-6%	nt	-2%
Cc1onc(-c2ccccc2)c1C(=O)Nc1cccc(S(=O)(=O)NC2=NCCC2)c1	nt	-1%[56.1 µM]	21%
CC1(C)CC2CC(C)(CN2c2ncnc3ccc(Br)cc23)C1 (stereo not given)	11%	-1%	3.3µM*

Shown comma-delimited: four of the compounds above
Molecule,N370S GC,TDP1 inh,TDP1 cell noCPT
Cc1ccccc1C(O)c1ccccn1 (stereo not given),?,1%,0%
CSc1ccccc1OCc1cc(C(=O)NCc2csc(C(C)C)n2)no1,0%,0%,-10%
O=C(COC(=O)c1cccnc1Cl)c1ccc(F)cc1,-24%,-5%,?
O=C(c1cccc(S(=O)(=O)Nc2ccc(Br)cc2)c1)N1CCCC1,-6%,nt,-2%

Next part
SMILES	N370S GC	TDP1 inh	TDP1 cell noCPT
Cc1ccc(-c2noc(CNC(=O)c3ccc(C)c(Cl)c3)n2)cc1	nt	2%	23µM*
O=S1(=O)CCO[C@H]2Cc3ccccc3[C@H]2N1Cc1ccc(Cl)cc1	3%	nt	?
CC(NCc1ccncc1)C12CC3CC(CC(C3)C1)C2 (stereo not given)	0%	3%	-6%
COC(CNC(=O)c1ccc2c(=O)n(Cc3ccc4c(c3)OCO4)c(=S)[nH]c2c1)OC	-4%	nt	-2%
COc1ccc(CCNC(=O)CSc2nnnn2Cc2ccc3c(c2)OCO3)cc1OC	10%	-2%	?
Cc1ccc(C(=O)NNc2cc(=O)n(C)c(=O)n2C)cc1C	-2%	-5%	-5%
C=Cc1ccc(C2=CC(=O)C[C@H](c3ccc(OC)cc3)C2)cc1	nt	0%	?

A portion of the library; the hit share may differ from the screen's.
